Screening results (PubChem)
yeast sgs1 mgt1: NCI yeast anticancer drug screen, S. cerevisiae sgs1 mgt1 strain | growth inhibition, % at 50 µM | hit rate 10% among 78,000;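 further: 0% = growth of vehicle-only cultures of the same strain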
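Compounds are added to genetically altered yeast, and growth is compared with cultures given vehicle alone to give percent inhibition.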
yeast cln2 rad14: NCI yeast anticancer drug screen, S. cerevisiae cln2 rad14 strain; % growth inhibition at 50 µM; hit rate 8.3% among 78,000;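 further: 0% = growth of vehicle-only cultures of the same strain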
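Strain: cln2 rad14 yeast, altered in cell cycle control and DNA damage repair. Read-out: growth inhibition vs vehicle.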
rad50: NCI yeast anticancer drug screen, S. cerevisiae rad50 strain. % growth inhibition at 50 µM. AID 155, 2004. hit rate 10% among 79,000;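 further: 0% = growth of vehicle-only cultures of the same strain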
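A DNA repair-deficient yeast mutant serves as the test organism; compound-induced growth inhibition is calculated against vehicle-treated cells.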
bub3: NCI yeast anticancer drug screen, S. cerevisiae bub3 mutant strain; % growth inhibition at 50 µM; hit rate 9.9% among 78,000; AID 167, 2004;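 further: 0% = growth of vehicle-only cultures of the same strain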
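Screening used yeast with an engineered genetic alteration affecting cell cycle control. Compound-exposed cultures were compared with vehicle cultures, and reduced growth was taken as inhibition.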
mlh1 rad18: NCI yeast anticancer drug screen, S. cerevisiae mlh1 rad18 strain; % growth inhibition at 50 µM; hit rate 11% among 79,000; AID 175, 2004;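 further: 0% = growth of vehicle-only cultures of the same strain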
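Compound-treated yeast growth, normalised to vehicle controls. Strain bears defined DNA repair mutations.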
yeast mec2-1: NCI yeast anticancer drug screen, S. cerevisiae mec2-1 strain | growth inhibition, % at 50 µM | hit rate 9% among 79,000 | AID 157, 2004;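 further: 0% = growth of vehicle-only cultures of the same strain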
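mec2-1 yeast strain, carrying an alteration in DNA damage repair or cell cycle control, was exposed to compounds; growth inhibition was measured relative to vehicle-treated controls.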
The depositor's hits bear a star; · = not tested or not shown; & = joins results of further samples. No stated cut-off is given here; in the data, active means growth inhibition above about 70%; inactive means the rest. The order is random, and some 14% of all compounds hit somewhere here.

SMILES	yeast sgs1 mgt1	yeast cln2 rad14	rad50	bub3	mlh1 rad18	yeast mec2-1
Oc1cc2nc3ccccc3nc2c2ccc(Br)cc12	8	-45	-13	-18	-14	-7
CCC(C)CCC(N)C(=O)O (stereo not drawn)	-4	0	2	2	2	11
CC(=O)Nc1cccc(N)c1	-4&0	-40&5	12&8	1&5	-1&10	7&-12
CCCCn1c(=O)[nH]c2c(N)ncnc21	-24	4	-38	0	-34	-2
Cc1cc(=O)[nH]c(N/N=C/c2cccc(O)c2)n1	-16	-52	-1	0	-24	-20
COc1ccc(-c2cc(=O)c3c(O)cccc3o2)c(OC)c1OC	-18	-10	-20	-26	-26	-5
CC1(C)C=C(C(Cl)c2ccccc2)C(=O)c2ccccc21 (stereo not drawn)	0	-5	-1	-4	-7	7
O=C1OC(c2ccccc2)c2ccsc2-n2cccc21 (stereo not drawn)	18	31	24	3	-7	-1
COc1ccc(C(=O)/C=C/c2ccc3c(c2)OCO3)c(O)c1	30	-19	-1	21	21	28
CSC(=Nc1ccccc1)NC(=O)Nc1ccc(Cl)cc1	-2	-31	-1	3	3	5
O=c1cc(-c2ccccc2)oc2cc(OCC(O)COc3ccc4c(=O)cc(-c5ccccc5)oc4c3)ccc12	37	-35	22	-44	33	-14
CC1(C)OC2C(=O)C=C(COCc3ccccc3)C2O1 (stereo not drawn)	31&37	14&27	-8&27	8&1	9&64	-5&20
O=C(O)c1ccc2c(c1)C(=O)c1cc([N+](=O)[O-])ccc1-2	17	3	-2	3	37	11
C=C1CCC2[C@](C)(CCC[C@]2(C)C(=O)O)[C@@H]1CCc1ccoc1 (stereo partly drawn)	73*	77*	71*	74*	79*	60
CC(=O)OCCn1c(Cc2ccc([N+](=O)[O-])cc2)nn(C(C)=O)c1=O	15	4	7	-7	-8	6
COc1cc2c(cc1OC)C1(c3ccccc3)ON=C(c3ccccc3)N1CS2 (stereo not drawn)	9	-32	-14	-7	-11	-12
CNC(=O)C1NCCc2cc(OC)c(OC)cc21 (stereo not drawn)	21	13	22	10	21	-22
O=c1c(Cc2ccc(Cl)cc2)coc2ccccc12	-4	-2	8	12	-7	2
CCCOC(=O)c1ccccc1C(=O)OC1CCCCC1	9	-18	8	-2	-9	-2
C1CN=C2CCCN2C1	-6	2	15	0	-1	-10

Record cards, from the list above. Order of screens: yeast sgs1 mgt1	yeast cln2 rad14	rad50	bub3	mlh1 rad18	yeast mec2-1
Record of C1CN=C2CCCN2C1 → -6	2	15	0	-1	-10
Record of O=c1c(Cc2ccc(Cl)cc2)coc2ccccc12 → -4	-2	8	12	-7	2
Record of O=c1cc(-c2ccccc2)oc2cc(OCC(O)COc3ccc4c(=O)cc(-c5ccccc5)oc4c3)ccc12 → 37	-35	22	-44	33	-14
Record of C=C1CCC2[C@](C)(CCC[C@]2(C)C(=O)O)[C@@H]1CCc1ccoc1 (stereo partly drawn) → 73*	77*	71*	74*	79*	60
Record of CC1(C)OC2C(=O)C=C(COCc3ccccc3)C2O1 (stereo not drawn) → 31&37	14&27	-8&27	8&1	9&64	-5&20

Additional records follow:
SMILES	yeast sgs1 mgt1	yeast cln2 rad14	rad50	bub3	mlh1 rad18	yeast mec2-1
O=c1[nH]c(=O)n(C2CC(O)C(CO)O2)cc1C#Cc1cc(F)cc(F)c1 (stereo not drawn)	-4	9	7	-12	3	-11
N#Cc1nc(CC(=O)c2ccc(Cl)cc2Cl)c(CC(=O)c2ccc(Cl)cc2Cl)nc1C#N	26	20	6	1	28	13
Cc1nc(Cl)nc(N)c1[N+](=O)[O-]	25	11	54	23	45	44
Cc1ccc(C2(O)c3ccccc3N=NN2C)cc1 (stereo not drawn)	4	-17	3	14	10	0
COC(c1ccccc1)(c1ccccc1)N(C)C	-6	-21	-30	-2	15	4
CC1CCCCN1Cc1ccccc1COC(=O)c1ccc(Br)cc1 (stereo not drawn)	51	8	43	20	1	6
CCOC(=O)C(NC(=O)c1ccccc1)(N1CCOCC1)C(F)(F)F (stereo not drawn)	8	16	25	-3	-45	-20
O=[N+]([O-])c1cccc(N=Nc2ccc(O)cc2O)c1	65	16	31	4	21	-6
Nc1cc([N+](=O)[O-])ccc1Nc1ccc(O)cc1	29	16	34	33	10	-18
CC(N)C(c1ccccc1)c1ccccc1 (stereo not drawn)	7	11	20	34	19	16
O=[N+]([O-])c1ccc(C2N3CCCCC3[C@@H]3c4[nH]c5ccccc5c4CCN23)cc1 (stereo partly drawn)	13	14	-3	3	22	-17
O=c1oc2c3ccc4ccccc4c3n(CCN3CCCCC3)c2c2ccccc12	23	32	30	44	77*	54
COc1ccc2c(c1)c1c3c(ccc4ncn2c43)N(CCN(C)C)CCN=1	-9	-6	-27	1	-38	-26
COC(=O)C(Cc1c[nH]c2ccccc12)NC(=O)C(Cc1c[nH]c2ccccc12)NC(=O)C(Cc1c[nH]c2ccccc12)NC(=O)C(Cc1c[nH]c2ccccc12)NC(=O)C(Cc1c[nH]c2ccccc12)NC(=O)C(Cc1c[nH]c2ccccc12)NC(=O)C(Cc1c[nH]c2ccccc12)NC(=O)OC(C)(C)C (stereo not drawn)	-3	25	-13	10	2	-3
O=c1c2c(sc3ccccc13)NCN(CCc1ccccc1)C2	21	3	-11	19	12	-4
Cc1cc(C)c(-c2cc(C(O)C3OC4OC(C)(C)OC4C3O)on2)c(C)c1 (stereo not drawn)	-1	9	15	1	0	-1
CCCc1c(OC(=O)c2ccc([N+](=O)[O-])cc2)cccc1OC(=O)c1ccc([N+](=O)[O-])cc1	13	18	20	-4	8	1
O=C1/C(=C/c2ccc(Cl)cc2)COc2ccc(Br)cc21	-5	7	26	2	-2	5
C=CC(=O)OC1CCC(C(C)(C)CC)CC1 (stereo not drawn)	-13	-23	40	-8	-18	14
CCCOc1ccccc1C(=O)N1CCOCC1	8	16	25	9	16	0
CC(=O)OCC1OC(n2cnc([N+](=O)[O-])c2Br)C(OC(C)=O)C1OC(C)=O (stereo not drawn)	19	26	15	6	22	15
Cc1ccc(S(=O)(=O)Oc2cccc(Br)c2)cc1	22	-17	8	-1	8	-1
CC(=O)OC1=C(OC(C)=O)N(S(=O)(=O)c2ccc(C)cc2)CCc2ccccc21	37	26	31	6	36	20
O=C1c2ccccc2-c2cc3ccccc3nc21	48	62	73*	61	84*	61
COc1ccc(C(O)(c2ccccc2C)c2ccccc2OC)cc1 (stereo not drawn)	4	-11	16	21	28	-2
N#C/C(=C\NC(=S)Nc1ccc(S(N)(=O)=O)cc1)C(=O)c1ccc2ccccc2c1	-13	39	-13	-16	22	-4
S=C=NC12CC3CC(CC(C3)C1)C2	1	15	-2	-4	-16	1
NC(=S)c1cccc(OCCCOc2ccccc2)c1	99*	98*	99*	100*	99*	100*
CC1c2nc(N)nc(N)c2CN1C(=O)c1ccccc1 (stereo not drawn)	-19	-14	3	-9	-1	-6
O=[N+]([O-])c1ccc(-c2ccc(C3=Nn4c(nnc4-c4ccc(Cl)cc4)SC3)o2)cc1	-15	30	5	6	-2	10
CCC12CCCN(Cc3ccccc3)C1c1c([nH]c3ccccc13)C(C(=O)OC)C2 (stereo not drawn)	18	14	12	0	2	-2
ClCCc1ccccc1CC1=NCCc2ccccc21	-24	6	19	-13	55	-26
CCOC(=O)N1C2CC=CCC1C1(c3ccccc3)OC2(c2ccccc2)c2ccccc21	-5	5	-17	-1	-24	-4
Nc1cc2c(cc1Br)-c1ccc(Cl)cc1C2=O	7	-54	1	0	0	5
COc1c(Br)cc(/C=C(\C#N)c2ccccn2)cc1Br	4	8	-1	-3	7	-3
Fc1ccc(C2=CCCCC2)cc1	-6	13	7	-15	-4	-8
CN(C)c1ncnc2c1ncn2CCn1cnc2c(N(C)C)ncnc21	3	29	-2	-35	23	30
CCN(CC)CCOCCN(CC)CC	-5	-45	4	0	10	-2
C/C(Cl)=C/CC1(C)CCCC(C)(C)CC1=O (stereo not drawn)	2	2	6	2	-10	7
CCOC(=O)C1=C(Nc2ccccc2)OC/C1=N\NC(=O)Cc1ccccc1	-2	1	-7	10	-19	-24
CCCCCCCCCCCCCC[N+](C)(CC(=O)[O-])Cc1ccccc1 (stereo not drawn)	99*	94*	99*	99*	99*	99*
N#Cc1c(O)c(/C=N/c2ncccn2)c(=O)n2c1[nH]c1ccccc12	-2	12	-23	8	-1	-11
c1ccc2c(c1)CCC(C1=NC3CCCCC3N1)=N2 (stereo not drawn)	1	-47	-1	6	2	4
Cc1nc([N+](=O)[O-])cn1CC(O)Cn1c(C)nc(Br)c1Br (stereo not drawn)	-21	3	-14	-2	-1	5
C=C(C)C(=O)Oc1ccc(N=Nc2ccccc2)ccc1=O	93*	60	95*	82*	94*	81*
CNC(=O)SCC(N)C(=O)O (stereo not drawn)	-8	-16	1	-1	2	-5
OC1(Cc2ccccc2)CCCCCC1	2	-65	-2	-1	2	1
Nc1ccccc1SC(CC(=O)c1ccccc1)c1c(Cl)cccc1Cl (stereo not drawn)	2	2	-12	3	17	-10
CC1CCN(C(=O)NCCCCCCNC(=O)N2CCC(C)CC2)CC1	20	-8	-2	54	10	6
c1ccc(SC(Sc2ccccc2)c2ccc3c(c2)OCO3)cc1	-6	32	12	28	25	2

The last five records of the part before are carried over, then new ones follow:
SMILES	yeast sgs1 mgt1	yeast cln2 rad14	rad50	bub3	mlh1 rad18	yeast mec2-1
CNC(=O)SCC(N)C(=O)O (stereo not drawn)	-8	-16	1	-1	2	-5
OC1(Cc2ccccc2)CCCCCC1	2	-65	-2	-1	2	1
Nc1ccccc1SC(CC(=O)c1ccccc1)c1c(Cl)cccc1Cl (stereo not drawn)	2	2	-12	3	17	-10
CC1CCN(C(=O)NCCCCCCNC(=O)N2CCC(C)CC2)CC1	20	-8	-2	54	10	6
c1ccc(SC(Sc2ccccc2)c2ccc3c(c2)OCO3)cc1	-6	32	12	28	25	2
O=C1C(=O)N(c2ccccc2)C(=O)N1CCN1C(=O)C(=O)N(c2ccccc2)C1=O	-10	-4	0	-3	-4	6
Nc1c(-c2ccc(C3=NCCN3)cc2)[nH]c2cc(C3=NCCN3)ccc12	70	50	32	74*	-46	-29
NNC(=O)c1ncn(C2OC(CO)C(O)C2O)c1N (stereo not drawn)	7	-41	4	4	2	-10
Cc1cc(=O)oc2ccccc12	11	-3	9	5	2	1
CCOC(=O)C(C#N)C1(O)C(=O)Nc2ccccc21 (stereo not drawn)	-7	4	-5	1	10	-5
COc1cccc(NC(=O)C(C#N)=C(SC)SC)c1	91*	43	·	91*	90*	·
N#Cc1c2c(c(=O)n3c1[nH]c1ccccc13)CCCC2	20	8	16	18	18	5
C=CCOCC(O)CNCC(O)COCC=C (stereo not drawn)	-25	14	-37	-31	5	-34
CCOC(=O)C(=Cc1ccccc1)C(=O)OCC	93*	69	73*	92*	93*	89*
COc1ccc2c(c1)CC/C(=C\c1ccccn1)C2=O	17	24	42	20	14	33
C#C[C@H]1CCCCCC1O (stereo partly drawn)	-1	14	13	-7	22	2
CC(=O)Nc1cscc1NC(C)=O	6	0	-4	17	-10	-11
Cc1ccc(C(=O)C2CC2c2ccccc2)cc1 (stereo not drawn)	-14	-38	6	-1	-7	-2
C[N+](C)(C)CC(=O)N/N=C(\C(=O)NC1=C(Cl)C(=O)c2ccccc2C1=O)C(C#N)c1nc(-c2ccc([N+](=O)[O-])cc2)cs1 (stereo not drawn)	60	51	76*	75*	79*	57
O=C(O)Cc1cccc([N+](=O)[O-])c1	-7	16	22	12	21	-2
O=c1ccn2c(n1)OC1CC2OC1COC(c1ccccc1)(c1ccccc1)c1ccccc1 (stereo not drawn)	12	-17	-9	4	10	4
CCOC(=O)C(C#N)N=Nc1ccccc1 (stereo not drawn)	·	·	10	·	10	-7
O=P(Cc1ccccc1)(c1ccccc1)c1ccccc1	0	-4	-4	-16	14	1
O=C1OCCCOC(=O)c2cc(ccc2O)OCC#CC#CCOc2ccc(O)c1c2	16	39	13	86*	30	9
CCCCCCCCCCCCCCC(C(=O)O)S(=O)(=O)O (stereo not drawn)	87*	96*	99*	100*	100*	100*
Cc1ccc(Nc2ccc([N+](=O)[O-])cc2)cc1	58	31	35	21	53	19
Nc1ccc(SSc2ccc(N)cc2)cc1	58	94*	93*	95*	96*	62
O=C(OCc1ccc([N+](=O)[O-])cc1)c1ccccc1	22	-29	-8	-19	1	-4
CC(=O)Oc1c(C)cc2c(c1C)C(C)(C)CN2C(=O)C(C)(C)C	18	-7	17	-1	8	-20
